PREPL inh = inhibits the human prolyl oligopeptidase-like enzyme. recombinant PREPL, fluorescence polarization activity-based probe. inhibition, % at 5.96 µM. actives 0.68% (n = 320,000). AID 2751; in the data active = inhibition above about 43%;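 also: 0% = enzyme with DMSO and 100% = wells lacking enzyme; many of its hits are not listed in these tables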
EBNA-1 inh = blocks EBNA-1 binding to DNA; EBNA-1 DNA binding, fluorescence polarization; actives 0.34% (n = 300,000); AID 1950; inhibition, % at 14.8 µM; in the data active = inhibition above about 28%
PAD4 FP inh = inhibitors of human PAD4; Q9UM07; recombinant PAD4, RCA probe fluorescence polarization; inhibition, % at 6.36 µM; actives 0.41% (n = 330,000);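 active = percent inhibition above a cutoff equal to the mean of all tested compounds plus 3 SD, cut at about 15% in these data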;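 also: 0% = PAD4 with RCA probe and DMSO and 100% = probe without PAD4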
Target sequence (Q9UM07 whole entry, looked up): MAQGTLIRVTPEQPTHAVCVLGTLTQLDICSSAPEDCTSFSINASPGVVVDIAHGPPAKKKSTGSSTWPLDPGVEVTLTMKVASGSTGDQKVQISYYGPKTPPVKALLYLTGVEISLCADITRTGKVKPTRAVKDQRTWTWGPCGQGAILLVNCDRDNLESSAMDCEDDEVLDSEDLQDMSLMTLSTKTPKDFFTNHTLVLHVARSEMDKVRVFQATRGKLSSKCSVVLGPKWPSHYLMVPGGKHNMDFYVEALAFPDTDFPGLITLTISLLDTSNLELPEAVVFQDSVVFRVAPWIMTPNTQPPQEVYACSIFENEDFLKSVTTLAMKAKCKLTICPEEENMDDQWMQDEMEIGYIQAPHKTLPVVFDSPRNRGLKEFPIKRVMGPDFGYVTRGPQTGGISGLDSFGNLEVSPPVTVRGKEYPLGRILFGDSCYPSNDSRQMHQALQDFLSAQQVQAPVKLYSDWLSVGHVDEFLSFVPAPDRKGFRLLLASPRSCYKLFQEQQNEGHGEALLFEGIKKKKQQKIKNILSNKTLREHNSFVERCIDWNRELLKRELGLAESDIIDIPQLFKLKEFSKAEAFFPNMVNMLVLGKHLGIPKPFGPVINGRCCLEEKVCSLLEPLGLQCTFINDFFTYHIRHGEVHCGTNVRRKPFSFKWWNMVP
PAFAH2 inh = inhibitors of human PAFAH2 | Q99487 | recombinant PAFAH2, FP-rhodamine activity probe, fluorescence polarization | inhibition, % at 3.39 µM | actives 0.99% (n = 340,000) | AID 492956;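 active = inhibition above the mean over all tested compounds plus 3 SD, cut at about 30% in these data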;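 also: inhibitors block probe labeling of enzyme so polarization drops; 0% = enzyme with DMSO and 100% = wells lacking PAFAH2 protein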
GSTO1 inh = GSTO1 inhibition, counter-screen for RBBP9 inhibitors | inhibition, % at 5.96 µM | actives 1.1% (n = 300,000) | AID 1974 | recombinant GSTO1, activity-based probe fluorescence polarization;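 active = inhibition above the campaign mean inhibition plus 3 SD, cut at about 35% in these data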;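 also: 0% = GSTO1-1 with DMSO and 100% = wells lacking GSTO1-1 enzyme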
LYPLA2 inh = LYPLA2 (human) inhibition in PME1 counter-screen; O95372; recombinant LYPLA2, FP-Rh probe fluorescence polarization; inhibition, % at 5.9 µM; AID 2177; actives 0.38% (n = 320,000);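 active = inhibition above the screen-wide mean plus 3 SD, limit set per campaign, cut at about 26% in these data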;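 also: 0% = LYPLA2 with DMSO and 100% = wells lacking LYPLA2 enzyme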
Target sequence (O95372 whole entry, looked up): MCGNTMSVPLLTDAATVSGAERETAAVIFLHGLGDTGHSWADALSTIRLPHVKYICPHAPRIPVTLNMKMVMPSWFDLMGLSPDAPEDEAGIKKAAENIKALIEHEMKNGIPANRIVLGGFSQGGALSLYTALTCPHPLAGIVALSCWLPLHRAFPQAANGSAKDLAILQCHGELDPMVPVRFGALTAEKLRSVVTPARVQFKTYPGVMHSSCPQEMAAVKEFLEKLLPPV
LYPLA1 inh = counter-screen for PME1 inhibitors: inhibitors of human LYPLA1. recombinant LYPLA1, FP-Rh probe fluorescence polarization. actives 0.16% (n = 320,000). O75608. inhibition, % at 5.9 µM;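 active = inhibition above the mean of all tested compounds plus 3 SD, set per campaign, cut at about 14% in these data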;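 also: inhibitors block serine hydrolase probe labeling of LYPLA1 so polarization falls; 0% = enzyme with DMSO and 100% = wells lacking LYPLA1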
PAFAH1B3 FP inh = blocks human PAF acetylhydrolase 1B catalytic subunit 3; inhibition, % at 3.39 µM; actives 0.28% (n = 340,000); recombinant PAFAH1B3, FP-rhodamine probe, fluorescence polarization; Q15102;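 active = inhibition above the screen-wide average of all tested compounds plus 3 SD, cut at about 25% in these data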;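 also: 0% = enzyme with DMSO only and 100% = wells lacking PAFAH1B3 protein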
ZTA DNA inh = blocks Epstein-Barr virus ZTA, an EBNA-1 counter-screen | ZTA-DNA binding, fluorescence polarization | inhibition, % at 11 µM | P03206 | actives 0.15% (n = 320,000); in the data active = inhibition above about 33%
* hit, by the source's call; i = inactive; nt = no result given; & = joins results of further samples. Some of the compounds tested (hit frequency here may not be typical).

SMILES	PREPL inh	EBNA-1 inh	PAD4 FP inh	PAFAH2 inh	GSTO1 inh	LYPLA2 inh	LYPLA1 inh	PAFAH1B3 FP inh	ZTA DNA inh
CN1CC[C@@]2(C)c3cc(O)ccc3N(C)C2O1 (some centres not stated)	8	9	45*	2	85*	4	-4	12	19
CC(=O)Nc1ccccc1C(=O)OCc1ccc(F)cc1	12	-23	-5	0	-1	4	-3	11	1
CNC(=O)NC(O)C(Cl)(Cl)Cl (configuration not stated)	-6	-6	0	7	5	7	-2	3	1
CC1(C)C(=O)CC[C@@]2(C)C1=CCC1C2CC[C@]2(C)C(=O)CCC12 (some centres not stated)	5	nt	-3	0	nt	nt	nt	5	nt
C[N+]1(C)[C@@H]2CC(OC(=O)[C@H](CO)c3ccccc3)C[C@H]1[C@@H]1O[C@@H]12 (some centres not stated)	7&16	-12	2&-2	-6&7	2	-3	1	11&8	-3
C=C1C(=O)O[C@H]2C[C@@H](C)[C@@H]3C=CC(=O)[C@@]3(C)C[C@H]12	2	2	0	nt	-8	-3	-1	nt	12
O=C(Cc1ccccc1)N1CCN(Cc2c[nH]c3ccccc23)CC1	15	2	-1	1	11	-1	-2	6	17
COC(=O)C1=C(c2ccc(F)cc2OCc2ccccc2)C[C@@H]2CC[C@H]1N2C(=O)NCc1ccc(Br)cc1	1	nt	-1	7	nt	-5	-6	-2	6
COC(=O)C1=C(c2ccc3ccccc3c2)C[C@@H]2CC[C@H]1N2C(=O)NCC1CC1	-3	nt	-3	5	nt	9	5	6	-16
COC(=O)C1=C(c2ccc(OCc3ccccc3)cc2)C[C@@H]2CC[C@H]1N2C(=O)NCc1ccc(N(C)C)cc1	14	nt	4	10	nt	0	2	8	13
Clc1ccccc1NC1=NCCCS1	-1	5	2	-5	-1	1	0	4	-10
COC(=O)C1=C(c2cccc(C#N)c2)C[C@@H]2CC[C@H]1N2C(=O)NCC1CC1	15	nt	-4	0	nt	8	5	4	8
CN1CCC(n2nccc2N)CC1	6	3	3	5	4	4	2	4	16
O=C(Cc1ccccc1)NC(Oc1ccccc1Cl)C(Cl)(Cl)Cl (configuration not stated)	4	1	5	-2	9	6	3	5	-13
O=C1CN=C(c2ccc[nH]2)c2cc(Cl)ccc2N1	-10	-11	-7	-3	-1	4	-1	3	-3
CSCCC(N=Cc1c(O)n(-c2ccc(Br)cc2)c(=O)[nH]c1=O)C(=O)OC(C)(C)C (configuration not stated)	11	-2	3	-6	6	12	1	2	2
COc1ccc(CC2(CCc3ccncc3)C(=O)NC(=O)NC2=O)cc1OC	4	2	0	4	5	-1	-1	-1	-7
COC(=O)C1=C(c2ccc(C(C)=O)cc2)C[C@@H]2CC[C@H]1N2C(=O)N1CCC(O)CC1	4	nt	-5	3	nt	2	3	6	2
CN(CC#CCN1CCCC1)C(=O)c1cccc(Cl)c1	6	2	-6	5	2	-7	-1	4	-10
CCN1C(=O)NC(=O)/C(=C\c2cn(CC(=O)N3CCCCC3C)c3ccccc23)C1=O (configuration not stated)	-1	2	-1	-1	12	2	-2	3	20
O=c1[nH]c(=S)[nH]c(O)c1/C=N/N1CCOCC1	-3	-8	-3	0	-1	6	3	6	-15
Cc1ccc(N2C(=O)NC(=O)/C(=C\c3cc(C)n(-c4sc5c(c4C#N)CCCC5)c3C)C2=O)cc1	10	3	-12	22	5	-5	-6	0	-7
O=[N+]([O-])c1ccc(N2CCNCC2)cc1NCc1ccco1	14	-7	5	-9	0	2	-1	-3	1
CCOC(=O)C1(CCOc2ccccc2)CCN(Cc2ccccc2OC)CC1	-58	-8	-3	1	0	4	-1	6	-1
CCN1CCN(C(=O)COc2ccc3oc4c(c3c2)CCCC4)CC1	34	nt	0	9	nt	nt	nt	4	nt
Further results:
SMILES	PREPL inh	EBNA-1 inh	PAD4 FP inh	PAFAH2 inh	GSTO1 inh	LYPLA2 inh	LYPLA1 inh	PAFAH1B3 FP inh	ZTA DNA inh
CC(=O)c1ccc(OC(=O)N(C)c2ccccc2)cc1	5	-8	-4	4	-4	3	3	6	-16
CCN1/C(=C\C=C\C2=[N+](CC)c3ccccc3C2(C)C)C(C)(C)c2ccccc21	i	2	145*	-435	-352	-339	-160	-429	9
Cc1ccccc1N1C(=O)NC(=O)/C(=C/c2ccc(N3CCOCC3)o2)C1=O	6	-6	-1	-7	-9	-8	-4	4	-17
CCn1ccnc1CN1CCCC(C(=O)c2ccc(SC)cc2)C1 (configuration not stated)	11	0	-2	8	6	-1	4	2	-5
Cn1c(O)c(/C=C/C=Nc2ccccc2)c(=O)n(C)c1=S	-164	10	-12	-167	-171	-130	-80	-222	-3
O=P(C(c1c[nH]c2ccccc12)N1CCOCC1)(N1CCOCC1)N1CCOCC1 (configuration not stated)	13	10	2	-6	4	7	3	1	-10
O=C1Nc2ccccc2Sc2ccccc21	-17	4	-2	6	-5	-2	1	6	-2
COc1ccc(C(=O)C2CCCN(Cc3ccccn3)C2)c(OC)c1 (configuration not stated)	4	2	-2	0	1	-6	0	0	7
C=CCN1C(=O)NC(=O)/C(=C/c2cccn2C)C1=O	1	7	-4	2	3	2	1	2	0
COC(=O)C1=C(c2cccc(NC(C)=O)c2)C[C@@H]2CC[C@H]1N2C	7	nt	0	-4	nt	9	0	3	-8
CC(C)N(Cc1ccco1)/N=C/c1c(O)n(Cc2ccccc2)c(=O)[nH]c1=O	13	1	-1	-37	5	3	0	6	-3
CN(C)C(Cc1ccccc1)C(=O)c1ccccc1 (configuration not stated)	1	10	0	-4	-3	-2	2	5	-1
CCOC(=O)Cn1cc(C(=O)c2ccccc2)c2ccccc21	2	0	-1	-2	1	1	1	11	-2
Cc1cc(C)cc(NC(=S)NC2CC3CCCC(C2)N3Cc2cccs2)c1 (configuration not stated)	36	1	3	1	1	4	-1	3	-5
Cc1ccc(/C=C2\C(=O)NC(=O)N(CCc3ccc(F)cc3)C2=O)s1	7	2	-14	15	2	0	-5	-1	9
CCCN1CCO[C@@H]2c3cc(O)ccc3OC[C@H]21	3	4	-3	10	2	2	3	-1	0
COc1ccccc1-n1c(-c2ccccc2Cl)nc2ccccc2c1=O	9	-2	4	-6	-4	9	1	7	-4
O=C1C2CCCC1C(N1CCCC1)CC2 (configuration not stated)	3	15	6	-3	1	7	2	-4	-3
O=C1CC(N2CCC(n3c(=O)[nH]c4ccccc43)CC2)C(=O)N1Cc1ccccc1 (configuration not stated)	-5	2	-2	-5	-5	6	-2	2	-11
CCC(C)(C)n1nnnc1C(c1cccs1)N1CC=C(c2ccc(F)cc2)CC1 (configuration not stated)	13	-10	-2	12	3	-7	-1	12	-19
CCOC(=O)CNC(=O)CNC(=O)C(Cc1ccc(N(CCCl)CCCl)cc1)NC(C)=O (configuration not stated)	3	1	5	6	3	-1	2	13	18
CCC(=NCc1cccnc1)c1c(O)n(-c2ccc(C)cc2)c(=O)[nH]c1=O	4	-12	-2	-2	-1	1	1	1	-13
CCOCCc1c(O)[nH]c(=S)[nH]c1=O	-2	16	1	10	3	3	0	-4	12
O=C(O)c1[nH]c(=O)[nH]c(=O)c1F	-10	-1	-4	1	-2	8	1	3	-9
COc1ccc(N2C(=O)/C(=C/c3cc(C)n(-c4ccc(C)cn4)c3C)C(=O)NC2=S)c(OC)c1	5	-1	1	-2	5	5	3	-3	15
Continuation.
SMILES	PREPL inh	EBNA-1 inh	PAD4 FP inh	PAFAH2 inh	GSTO1 inh	LYPLA2 inh	LYPLA1 inh	PAFAH1B3 FP inh	ZTA DNA inh
C=C1[C@@H](OC(C)=O)[C@]23C[C@@H]1[C@@H](OC(C)=O)CC2[C@]12C4C[C@H]3[C@H]1N(CC)C[C@]4(C)CC[C@@H]2O (some centres not stated)	3	6	3	-6	2	2	0	0	-4
C=CCN1C(=O)C2(C(C(=O)OCC)=C(N)Oc3ccccc32)c2c1c1ccccc1oc2=O (configuration not stated)	-6	-7	-6	-8	-3	-3	-4	-3	6
COC(=O)CC1=C(C(=O)OC)C2(C(=O)N(C)c3ccccc32)C(C#N)=C(N)O1 (configuration not stated)	-2	-1	0	-6	0	-1	-4	-4	14
Fc1ccc(CCNCc2cccc(Cl)c2)cc1	-34	4	0	2	-4	1	0	16	-13
CCn1c(O)c(C(=O)CC2NCCc3ccccc32)c(=O)n(CC)c1=S (configuration not stated)	-4	-11	4	-2	-4	-8	-5	0	-18
Cn1c(O)c(C(=NCCc2c[nH]c3ccccc23)c2ccccc2)c(=O)n(C)c1=O	17	4	-7	5	7	-9	-4	0	13
CN1CCc2cc3c(cc2[C@H]1[C@@H]1OC(=O)c2c1ccc1c2OCO1)OCO3	-7	14	-3	0	-4	11	2	7	6
OCC(Cl)CCl (configuration not stated)	6	nt	-2	6	nt	-2	0	2	7
O=C1NC(=O)C(Sc2ccccc2[N+](=O)[O-])C(=O)N1	5	5	-1	25	48*	2	-4	8	-2
COC(=O)C1=C(c2cc3ccccc3s2)C[C@@H]2CC[C@H]1N2C(=O)N1CCC(O)CC1	1	9	-2	0	-5	-3	-3	3	8
C[C@@H]1C(=O)O[C@@H]2[C@H](O)C34[C@@H]5OC(=O)C3(O[C@H]3OC(=O)[C@H](O)C34[C@H](C(C)(C)C)[C@H]5O)[C@@]12O (some centres not stated)	-10	-3	-3	2	1	1	4	-5	8
CC(=O)OC1CCC2(/C=N/O)C(=CCC3C4CCC(=O)C4(C)CCC32)C1 (configuration not stated)	5	9	-2	-2	-7	2	-4	11	10
CC[N+](C)(CC)CCCCOc1ccc2c(c1)C(=O)c1cc(OCCCC[N+](C)(CC)CC)ccc1-2	16	-11	-7	4	0	2	0	9	-9
CCCCn1c(O)c(C(C)=NC(Cc2c[nH]c3ccccc23)C(=O)OC)c(=O)[nH]c1=O (configuration not stated)	16	-1	5	3	4	1	2	8	3
COC(=O)C1=C(c2cc3ccccc3o2)C[C@@H]2CC[C@H]1N2C(=O)NCc1ccc(F)cc1	-29	11	-1	2	7	-3	-2	1	8
COC(=O)CSC1=NP(=S)(SCC(=O)OC)N2CCCC2=C1C#N (configuration not stated)	5	14	0	1	5	-2	-2	-2	8
O=C1CN=C(c2ccc(F)cc2)c2oc3ccccc3c2N1	-14	2	3	9	4	-4	-4	3	0
CCCCn1c(O)c(/C=N/NC(=O)c2ccncc2)c(=O)[nH]c1=S	2	-1	0	-32	-97	-46	-21	-17	-2
O=[N+]([O-])c1ccc(NC2CCCC2)c2ccncc12	10	-15	-13	-1	2	-3	-5	7	5
COc1ccc(OC)c(N2C(=O)/C(=C/c3ccco3)C(=O)NC2=S)c1	41	103*	-4	nt	-2	30*	-13	nt	75*
CC(=O)c1cc(C#N)c(N2CCN(C)CC2)nc1C	-4	7	-4	-6	10	3	-3	6	14
O=C1NC(=O)N(c2ccc(Br)cc2)C(=O)/C1=C/c1ccsc1	0	-8	-4	2	5	-4	-3	2	3
O=C(N/N=C/c1c(O)n(Cc2ccc(F)cc2)c(=O)[nH]c1=O)c1ccccc1O	7	2	0	11	1	5	-4	19	0

Compound profiles, from the list above. Order of values: PREPL inh | EBNA-1 inh | PAD4 FP inh | PAFAH2 inh | GSTO1 inh | LYPLA2 inh | LYPLA1 inh | PAFAH1B3 FP inh | ZTA DNA inh
CN1CCc2cc3c(cc2[C@H]1[C@@H]1OC(=O)c2c1ccc1c2OCO1)OCO3 is listed with -7 | 14 | -3 | 0 | -4 | 11 | 2 | 7 | 6
COC(=O)CC1=C(C(=O)OC)C2(C(=O)N(C)c3ccccc32)C(C#N)=C(N)O1 (configuration not stated) is listed with -2 | -1 | 0 | -6 | 0 | -1 | -4 | -4 | 14
C=CCN1C(=O)C2(C(C(=O)OCC)=C(N)Oc3ccccc32)c2c1c1ccccc1oc2=O (configuration not stated) is listed with -6 | -7 | -6 | -8 | -3 | -3 | -4 | -3 | 6
O=C1CN=C(c2ccc(F)cc2)c2oc3ccccc3c2N1 is listed with -14 | 2 | 3 | 9 | 4 | -4 | -4 | 3 | 0
Cn1c(O)c(C(=NCCc2c[nH]c3ccccc23)c2ccccc2)c(=O)n(C)c1=O is listed with 17 | 4 | -7 | 5 | 7 | -9 | -4 | 0 | 13

From PubChem
